Assay outcomes as filed in PubChem.
KDM5B inh = blocks human KDM5B histone demethylase activity; Q9UGL1; KDM5B demethylase, FDH-coupled NADH fluorescence (FDH is formaldehyde dehydrogenase); Potency, µM (top dose mostly 57.7 µM), for the others: top-dose activity change, negative = inhibition, actives largely listed as inhibitors; 220,000 tested, 2.6% active; active means well fitted inhibition curve with a large enough effect; inconclusive means small, poorly fitted or top-dose-only effect; inactive means no such curve, though single readings can be large or run the other way; further: 0% is about no effect; nearly all actives have a fitted effect of over 70% in size
Target sequence (Q9UGL1 whole entry, looked up): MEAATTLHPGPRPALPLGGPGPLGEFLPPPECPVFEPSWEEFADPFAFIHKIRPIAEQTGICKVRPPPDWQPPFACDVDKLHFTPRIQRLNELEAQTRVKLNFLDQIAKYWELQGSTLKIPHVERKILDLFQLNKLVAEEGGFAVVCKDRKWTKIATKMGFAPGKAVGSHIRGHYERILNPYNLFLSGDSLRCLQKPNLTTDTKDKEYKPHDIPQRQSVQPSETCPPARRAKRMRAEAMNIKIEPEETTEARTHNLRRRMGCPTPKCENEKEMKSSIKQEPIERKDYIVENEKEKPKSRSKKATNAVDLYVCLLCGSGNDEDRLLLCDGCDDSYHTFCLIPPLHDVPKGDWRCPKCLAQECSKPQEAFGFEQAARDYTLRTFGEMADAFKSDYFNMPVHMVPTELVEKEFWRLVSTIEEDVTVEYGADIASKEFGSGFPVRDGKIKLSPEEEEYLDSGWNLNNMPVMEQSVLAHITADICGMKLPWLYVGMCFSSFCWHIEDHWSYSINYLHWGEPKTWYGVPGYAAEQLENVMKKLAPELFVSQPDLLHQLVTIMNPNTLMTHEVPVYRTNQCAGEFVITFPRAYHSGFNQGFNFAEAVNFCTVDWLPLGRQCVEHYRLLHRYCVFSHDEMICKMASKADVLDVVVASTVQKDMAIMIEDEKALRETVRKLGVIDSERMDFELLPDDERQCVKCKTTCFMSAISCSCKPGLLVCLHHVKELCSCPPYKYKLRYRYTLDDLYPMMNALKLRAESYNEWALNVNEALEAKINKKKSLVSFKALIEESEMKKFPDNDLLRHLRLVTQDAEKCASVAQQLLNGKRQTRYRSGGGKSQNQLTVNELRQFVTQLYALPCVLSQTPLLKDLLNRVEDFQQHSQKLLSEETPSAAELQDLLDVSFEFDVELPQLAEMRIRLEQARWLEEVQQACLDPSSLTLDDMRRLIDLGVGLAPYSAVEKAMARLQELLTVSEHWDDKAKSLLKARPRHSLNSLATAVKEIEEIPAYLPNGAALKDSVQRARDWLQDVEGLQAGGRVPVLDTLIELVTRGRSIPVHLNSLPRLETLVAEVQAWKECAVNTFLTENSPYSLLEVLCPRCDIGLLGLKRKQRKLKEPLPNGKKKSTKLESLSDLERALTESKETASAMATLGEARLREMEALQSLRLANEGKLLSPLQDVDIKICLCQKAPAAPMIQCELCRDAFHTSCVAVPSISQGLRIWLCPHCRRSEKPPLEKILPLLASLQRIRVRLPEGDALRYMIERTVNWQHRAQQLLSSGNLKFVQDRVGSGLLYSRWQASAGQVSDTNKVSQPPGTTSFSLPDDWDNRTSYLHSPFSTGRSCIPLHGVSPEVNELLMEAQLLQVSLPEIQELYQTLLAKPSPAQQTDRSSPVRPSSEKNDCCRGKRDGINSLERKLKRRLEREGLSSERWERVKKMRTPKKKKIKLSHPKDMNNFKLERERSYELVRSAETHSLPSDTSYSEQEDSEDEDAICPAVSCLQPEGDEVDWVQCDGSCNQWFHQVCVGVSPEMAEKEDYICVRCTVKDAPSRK
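Inhibition is measured as reduced NADH fluorescence generation from FDH coupling to formaldehyde release. Truncated KDM5BΔAP at 200 nM final acts on H3K4me3 peptide (12.5 µM in substrate mix) in pH 7.5 HEPES buffer with Tween-20, 30 min, room temperature.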
An asterisk follows results filed as active; ? = inconclusive; & = joins results of further samples; [ ] = remark or other dose. Potency means the concentration at half of the fitted maximal effect. A portion of the library, so the mix of outcomes need not match the whole.

KDM5B inh	Compound
14%	O=C(c1cc(C2CC2)on1)N1CCCC(N2CCN(c3cccc(C(F)(F)F)c3)CC2)C1 (centres undefined)
10%	COc1ccc2[nH]cc(CCNC(=O)c3ccccc3F)c2c1
?	CCC(C)C(=O)Nc1c(C(=O)OC)n(CC2CCCO2)c2ncc(NC(C)CC(C)(C)O)cc12 (centres undefined)
20%	CCCCS(=O)(=O)N1CC(n2cc(COc3ccccc3)nn2)C1
-25%	CCOc1ccc(CC(=O)N2C[C@@H](N)C[C@H]2C(=O)NC(C)C)cc1
?	CCCCCn1nc(C(=O)Nc2ccc(C(=O)NC(C)(C)C)cc2)c2ccccc2c1=O
-5%	COC(=O)[C@H](CC1CCCCC1)NC(=O)[C@H]1CN(C(=O)c2cccc(F)c2)CCN1C(C)=O
13%	Cc1ccc(NC(=O)Cn2c(-c3cnccn3)nc(C)c(C)c2=O)cc1Cl
25%	CC(Sc1nncn1C)C(=O)Nc1ccc(S(N)(=O)=O)cc1 (centres undefined)
-3%	O=C(NCc1cccs1)C1CN(c2cccc(Cl)c2)C(=O)N1 (centres undefined)
28%	Cc1ccc(NC(=O)N[C@@H](CC(C)C)C(=O)O)c(C)c1
?	Cc1nc(N(C)C2CCCCC2)ncc1C(C)NC(=O)C1(CO)CC1 (centres undefined)
0%	O=C1CCC(C(=O)OCc2ccc(Cl)cc2Cl)=NN1
-19%	O=C(c1cc(=O)c2cc(Cl)ccc2o1)N1CCC1
-3%	Fc1cccc(NCCc2c[nH]c3ccccc23)n1
?	Cc1ccc(-c2csc(-c3cc4c([nH]c3=O)CC(c3ccco3)CC4=O)n2)cc1 (centres undefined)
-5%[86.2 µM]	O=C(C[C@@H]1O[C@H](CNCc2ccc(F)cc2)[C@@H](O)[C@H]1O)NCc1cccnc1
-10%	Cc1ccccc1/C=N/NC(=O)c1ccc(C(C)(C)C)cc1
0%	O=S(=O)(c1ccccc1F)N1CC(c2nc(Cc3ccccc3)no2)C1
-7%	CC(C)Cc1nn2c(=O)cc(COC(=O)c3cccc(NC(=O)CCc4ccccc4)c3)nc2s1
5%	NC(=O)[C@@H]1C[C@H](Oc2cccnc2)CN1C(=O)C1CCCCC1
?	CC1(C)Cc2ccccc2/C(=C/C(=O)Nc2ccc(Cl)cc2)N1
-4%	CC(C)(C)c1cc(CN(CCO)CCO)c(O)c(C(C)(C)C)c1
7%	COc1cccc(CNC(=O)[C@@]23CCCC[C@H]2N(C)C(=O)CC3)c1OC
-7%	COc1ccc(C(=O)CCc2ccccc2)c(O)c1
11%	CC1CCC(NC(=O)c2cc(C3CC3)nc3ccccc23)CC1 (centres undefined)
-1%	CCN1CCN(c2nc(Nc3ccccc3)c3nccnc3n2)CC1
15%[86.2 µM]	COCCNC(=O)[C@@H]1CCC[C@@H](NC(C)=O)CN(C)C(=O)C1
0%	COc1ccc(C(=O)/C=C/c2ccccc2C(F)(F)F)cc1F
?	COc1ccc(-n2nc(C)c([C@@H]3C=C[C@@H](NCc4cccc(Cl)c4)C3)c2C)cc1

KDM5B inh	Compound
?	CC(C)c1ccc(C2CC(=O)Nc3cc4c(cc32)OCCO4)cc1 (centres undefined)
-17%	CC1(C)CC(N2CCCCC2)=CC(=NCCCN2CCOCC2)C1
?	CCCc1cc(=O)oc2cc(C)cc(OC(C)C(=O)NCCCN(C)C)c12 (centres undefined)
-3%[86.2 µM]	O=C1COCC2(CN(CCCc3ccccc3)C2)CN1Cc1ccccc1
26%	O=C(c1cccnn1)N1CCC2(CC1)CC(c1ccccc1)CN(C1CC1)C2 (centres undefined)
29%	Cc1nc(CSc2ccc3c(c2)OCCCO3)oc1C
5%	O=C(Cc1ccccc1F)N1C[C@@H](CO)[C@H](c2nc(C3CC3)no2)C1
?	Nc1cccc(-c2cccc(N)c2)c1
?	CCCN1CCC2(CCN(C(=O)c3cccc(Cl)c3)CC2)Oc2ccccc21
14%[149 µM]	CCCCCN1CCCCC12Cc1ccccc1CNC2=O (centres undefined)
?	N#C/C(=C/c1cc(Br)cc(Br)c1O)c1nc2ccccc2[nH]1
0%	COc1ccccc1N1C(=O)CC(N(O)c2ccccc2)C1=O (centres undefined)
11%	CCCCOC(=O)c1ccc(NC(=O)c2c(OC)cc(=O)n3c2CCCC3)cc1
-13%	COc1cccc(-c2nnc(-c3ccccc3NC(=O)c3ccc(F)cc3F)o2)c1
13%	O=C(Nc1ccc2oc(-c3cc(Br)ccc3Cl)nc2c1)c1cc2ccccc2o1
-2%	O=C(CN1CCc2ccccc2C1)N1N=C(c2ccco2)CC1c1ccco1 (centres undefined)
21%	COc1ccc(CCNC(=O)Cn2nc3n(c2=O)CCCC3)cc1OC
?	Cc1ccc(-c2nnc(Nc3ccc(O)cc3)c3ccccc23)cc1S(=O)(=O)N1CCN(C)CC1
37%	Cc1ccc(CS(=O)(=O)c2cn(CC(=O)N3CCOCC3)c3ccccc23)cc1
20%	CCC1(C(=O)Nc2ccc(C)cc2)CCCCC(=O)N1 (centres undefined)
?	CC(C)C/C=C(/C#N)c1nc2ccccc2[nH]1
29%	O=C(CN1C(=O)CNC1=O)N1C[C@H](CO)C[C@H](CN2CCOCC2)C1
-24%	CCOC(=O)C1(Cc2ccccc2F)CCCN(C(=O)c2ccc(OC)nc2OC)C1 (centres undefined)
15%	CCC(C)NC(=O)CSc1cc(C)c2ccccc2n1 (centres undefined)
?	N#C/C(=C\C1CC=CCC1)C(=O)NCc1ccccc1 (centres undefined)
?	CC1=C(C(=O)Nc2ccccc2F)C(c2ccco2)C(C#N)=C(SCC(=O)NC(C)(C)C)N1 (centres undefined)
-20%	Cc1cc(C(=O)N2CC[C@H](NS(=O)(=O)c3cccs3)C[C@H]2C(=O)N[C@H](Cc2ccccc2)C(N)=O)n(C)n1
21%	CC(C)c1noc(-c2cn(C3CCN(C(=O)c4ccc(C#N)cc4)CC3)nn2)n1
-5%	CNS(=O)(=O)c1cn(CC(=O)N2CCN(c3ccccc3F)CC2)cc1S(=O)(=O)NC
-10%	O=C(CSc1nnnn1C1CC1)NC(c1ccc(F)cc1)c1cccs1 (centres undefined)

KDM5B inh	Compound
-29%	Cc1ccsc1C(=O)N1CCC(N2C[C@H](O)C[C@H]2C(=O)NC2CCCCC2)CC1
?	Cc1c(Cl)cccc1NC(=O)Cn1ccn2nc(-c3ccc(F)cc3)c(CO)c2c1=O
-23%	COc1ccc(S(=O)(=O)NCc2cccn2Cc2cc(C)ccc2C)cc1OC
-27%[86.2 µM]	OCc1ccc(CN2C[C@H](O)C[C@H]2c2nc(-c3ccc(OC(F)(F)F)cc3)no2)o1
-16%&-6%	Cc1ccc(C(=O)N2CCc3nc(-c4ccc(Cl)cc4)nc(-c4ccccc4)c3C2)cc1
7%	COc1ccc2cc(C3CN(C(=O)c4ccc(C)cc4OC)CCO3)ccc2c1 (centres undefined)
39%	COC(=O)COc1ccc(C(=O)Cn2c(NCCCO)nc3ccccc32)cc1
3%	CCN1CCN(CCNC(=O)CS(=O)Cc2nc(-c3ccc(Cl)cc3)oc2C)CC1 (centres undefined)
-26%	Cc1oc(-c2cccc(Cl)c2)nc1CN1CCCC(C(=O)NCCc2ccc(Cl)cc2)C1 (centres undefined)
-17%	COc1ccc(CCNC(=O)CCCCn2c(=O)c3ccccc3n(Cc3ccc(Cl)cc3)c2=O)cc1OC
?	Cc1ccc(N(C)S(=O)(=O)c2ccc(/C=C\c3onc(C)c3NC(=O)C3CC3)cc2)cc1C
-54%	CCCNC(=O)c1c(NC(=O)c2ccccc2F)sc2c1CCCCC2
26%	O=C(CCNC(=O)c1ccc([N+](=O)[O-])cc1)NNC(=O)c1ccccc1F
28%	CC(C)Oc1ccccc1/C=N/NC(=O)C1CC1
36%[activator]	Cc1cc(C)c(S(=O)(=O)NCc2csc(C)n2)c(C)c1
5%	COc1ccc(CCNC(=O)CS(=O)Cc2nc(-c3ccccc3F)oc2C)cc1OC (centres undefined)
6%	COc1cc(NS(=O)(=O)c2cccs2)cc(OC)c1
18%	Cc1cc(C(=O)N2CCN(C(=O)N3CC4CC(C3)[C@H]3CCCC(=O)N3C4)CC2)n(C)n1 (some centres undefined)
-3%	CC(SC1CCCC1)C(=O)Nc1cccc(C#N)c1 (centres undefined)
-6%	N#Cc1ccc(COC(=O)CCc2c[nH]c3ccccc23)cc1
-17%	Cn1cnnc1CC1CCCN(C(=O)c2ccco2)C1 (centres undefined)
11%	O=C(O)c1cccnc1Sc1ccccc1F
-9%	O=C(CSc1ccc2c(c1)OCCCO2)NC(=O)c1cccs1
7%	O=C(/C=C/c1cccc(C(F)(F)F)c1)c1ccc(N2CCCC2=O)cc1
0%	CC(C)(CC(=O)O)CC(=O)N[C@H]1CO[C@H]2[C@@H]1OC[C@@H]2n1nnnc1Oc1ccc2c(c1)OCO2
?	O=C(Nc1cccc(Cl)c1N1CCOCC1)c1ccc(Br)o1
?	COc1ccc(OCC2(C)COc3ccc(C(=O)NCc4cccnc4)cc3N2)cc1 (centres undefined)
-3%	Cc1nn(-c2ccccc2)c2sc(C(=O)OCC(=O)Nc3ccc(OC(F)F)cc3)cc12
18%	Cc1cc2oc(=O)cc(CN(C)Cc3cccs3)c2cc1Cl
28µM*	CCOCCCNC(=O)c1c(C)noc1-c1cc(OC)c(OC)c(OC)c1

Rewritten in markdown: 4 of the compounds above.
| structure | KDM5B inh |
| --- | --- |
| O=C(CSc1ccc2c(c1)OCCCO2)NC(=O)c1cccs1 | -9% |
| Cc1cc2oc(=O)cc(CN(C)Cc3cccs3)c2cc1Cl | 18% |
| Cc1cc(C)c(S(=O)(=O)NCc2csc(C)n2)c(C)c1 | 36%[activator] |
| O=C(O)c1cccnc1Sc1ccccc1F | 11% |

An excerpt of these results, in CSV form.
SMILES,KDM5B inh
CC(C)(CC(=O)O)CC(=O)N[C@H]1CO[C@H]2[C@@H]1OC[C@@H]2n1nnnc1Oc1ccc2c(c1)OCO2,0%
O=C(Nc1cccc(Cl)c1N1CCOCC1)c1ccc(Br)o1,?
COc1ccc(OCC2(C)COc3ccc(C(=O)NCc4cccnc4)cc3N2)cc1 (centres undefined),?
Cc1nn(-c2ccccc2)c2sc(C(=O)OCC(=O)Nc3ccc(OC(F)F)cc3)cc12,-3%

The main list resumes with the 2 entries that preceded the break.
KDM5B inh	Compound
18%	Cc1cc2oc(=O)cc(CN(C)Cc3cccs3)c2cc1Cl
28µM*	CCOCCCNC(=O)c1c(C)noc1-c1cc(OC)c(OC)c(OC)c1
-7%	CCOc1ccccc1CNC(=O)CN1C(=O)c2cccnc2Oc2ccc(Cl)cc21
?	CCCN(CCC)C(=O)CC1=CSC2=NC(CC)=C(C(=O)OC)C(c3cccc(F)c3)N12 (centres undefined)
-21%[86.2 µM]	COc1ccc(CN2CCOC[C@H](Oc3ccc(C(F)(F)F)cn3)C2)cc1
3%	N#Cc1cccc(CN2CCCN(Cc3ccc(F)cc3)S2(=O)=O)c1
-15%	O=C(N[C@@H]1c2ccccc2C[C@@H]1O)c1cc(COc2ccccc2F)[nH]n1
7%[11.5 µM]	COc1ccc(-c2cc(C(F)(F)F)n3nc(C(=O)Nc4cccc(Cl)c4C)cc3n2)cc1
-4%	Cn1c(=O)[nH]c(=O)c2c1nc(N1CCN(Cc3ccccc3F)CC1)n2Cc1ccccc1
14%[86.2 µM]	O=C1CCCCCN1C1CCN(Cc2ccsc2)CC1
32µM*	CNc1nc2c(s1)C(c1ccc(F)c(F)c1)CC(=O)N2 (centres undefined)
-27%	Cc1cn2c(=O)cc(COC(=O)c3cccc(NC(=O)c4ccccc4C)c3)nc2s1
8%[149 µM]	O=C(N1CCC(F)CC1)C1(c2ccc(Cl)cc2)CCOCC1
2%	Cc1ccc(NC(=O)[C@H](C)NC(N)=O)cc1Cl
-8%	CC(=O)N1CCC(C(=O)N2CCC(n3cc(-c4nc(-c5ccccc5)no4)nn3)CC2)CC1
10%	Cc1[nH]c(C=O)c(C)c1C
-29%[86.2 µM]	CN1CCC(NC(=O)C(C)(C)Oc2nn(CCOc3ccccc3)c3ccccc23)CC1
-2%	CCOc1cc(CNCc2ccccn2)cc(Cl)c1OCc1ccc(F)cc1
22%	CCn1c(C2CCCN(C(=O)Nc3ccc4c(c3)OCCO4)C2)nn(C)c1=O (centres undefined)
-13%	Cc1ccc(C(=O)N2C[C@@H](Oc3ccccc3)C[C@@H]2C(=O)N2CCOCC2)cn1
12%	O=C(NCCC1CCN(C(=O)Nc2ccccc2F)CC1)c1cccc(F)c1
-11%	Cc1cccc(Oc2nc(-c3ccncc3)nc3ccccc23)c1C
15%	CNC(=O)[C@@H]1CN(C(=O)c2cc(C)n(Cc3ccco3)c2C)C[C@H]1CO
0%	COc1ccc(CCN2C(=O)c3[nH]nc(-c4ccccc4O)c3C2c2cccc(OC)c2)cc1 (centres undefined)
-6%	c1ccc(-c2noc(-c3nc(-c4ccccn4)no3)n2)cc1
-9%	Cn1nnc2c(NCc3ccccc3Cl)ncnc21
0%	CNC(=S)c1ccc(N(C)C)cc1
-3%	CCCNC(=O)C(C)OC(=O)c1ccc2[nH]c(C)c(C)c2c1 (centres undefined)
-23%	COc1ccc(-c2c(C)c3c(C)cc(OC(C)=O)cc3oc2=O)cc1
-7%	Cc1cccc(C(=O)Nc2ccc(CCC(=O)N(C)C)cc2)c1
-4%	Cc1ccc(-n2nc(C)c(=O)c(-c3ccccc3)c2NC(=O)c2ccco2)cc1C
